# Screens from PubChem BioAssay.
# PI4K2A block – qHTS for small molecular inhibitors of PI4K2A; activity change, negative = inhibition, % at 76.9 µM; 0.13% of 420,000 active; purified PI4K2A, ADP-Glo luminescence, 1 h; hits give low values; AID 1346378, 2018; in the data active = activity change below about -50%; inconclusive = mostly about -30% to -49%;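 also: -100% = wells without enzyme as full effect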
#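 In this quantitative HTS, ADP production by PI4K2A was quantified luminescently after 1 h at ambient temperature; 100 microM adenosine served as plate-quality control.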
# ERG-DNA inh – qHTS for Small Molecule Inhibitors of the ERG Ets/DNA interaction; Transcriptional regulator ERG (Homo sapiens), P11308; fluorescence polarization, His-ERG Ets domain / labelled DNA; Potency, µM (titrated, usually from 76.9 µM), without a hit: at the top dose FP activity, negative = inhibition, usual class: inhibitors; 0.028% of 370,000 active; AID 624246, 2012; active = well fitted inhibition curve with a large enough effect in the polarisation, with a control signal flat; inconclusive = small, poorly fitted or top-dose-only effect, or effect the other way, or a change in a side signal; inactive = no such curve, though single readings can be large or run the other way; the % refers to the polarisation;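 also: polarization taken with two DNA probes labelled with fluorescein and Texas red; potency is read from the fitted curve at half-maximal effect; % of control where 0% means no effect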
#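 His-tagged ERG Ets domain (1 uM in the protein solution; 300mM KCl, 50mM Tris-HCl, 1mM EDTA, 1mM DTT, pH 7.5) received compound, then a probe mix of 5 nM fluorescein-DNA and 100nM Texas-615-DNA. Fluorescence polarization was read for both dyes.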
# ALOX12 inh – Primary qHTS assay for inhibitors of human arachidonate 12S-lipoxygenase (ALOX12): Round 2; Polyunsaturated fatty acid lipoxygenase ALOX12 (Homo sapiens), P18054; purified 12hLO, xylenol orange hydroperoxide absorbance; Potency, µM (series often up to 108 µM), without a hit: at the top dose activity change, negative = inhibition, hits mostly inhibitors; 1.1% of 580,000 active; also: potency is read from the fitted curve at half-maximal effect; % is scaled to controls: 0 for no effect and ±100 for the full control effect
#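 Hydroperoxide product was detected by ferrous iron/xylenol orange as the 573 to 405 nm absorbance ratio. Arachidonic acid at 40 uM (final) was turned over for 30 min at room temperature by 150 nM human 12hLO, pH 7.0 Hepes buffer, after 15 min compound preincubation.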
# RGS4 inhibitor – Inhibitors of Regulator of G Protein Signaling (RGS) 4: qHTS; Regulator of G-protein signaling 4 (Homo sapiens), P49798; Transcreener GDP fluorescence polarization, RGS4-accelerated GTP hydrolysis; Potency, µM (series often up to 114 µM), without a hit: at the highest dose activity change, negative = inhibition, most hits filed as inhibitors; 0.039% of 390,000 active; also: potency is read from the fitted curve at half-maximal effect; % is scaled to controls: 0 for no effect and ±100 for the full control effect; nearly all actives have a fitted effect of over 75% in size; some results filed as inactive show a strong effect at the top dose
# Target sequence (P49798 whole entry, looked up): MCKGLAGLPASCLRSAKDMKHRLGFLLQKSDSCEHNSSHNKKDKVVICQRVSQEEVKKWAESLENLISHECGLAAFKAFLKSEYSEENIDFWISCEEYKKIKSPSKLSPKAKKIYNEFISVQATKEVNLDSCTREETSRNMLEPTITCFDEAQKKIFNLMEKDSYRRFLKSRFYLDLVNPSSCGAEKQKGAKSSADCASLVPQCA
#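 MLSMR compounds (23 nl, pin-transferred) preincubated 10 min at room temperature with a 500nM (2x) first reagent, then RGS4 at 900nM (2x) plus Transcreener GDP mix added; fluorescence polarization (620/688 nm) read before and after 90 min at 30 °C.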
# HP1b chromo inh – HTS for Inhibitors of HP1-beta Chromodomain Interactions with Methylated Histone Tails. Potency, µM (doses to about 114 µM), inactives show at the top dose activity change, negative = inhibition, most hits filed as inhibitors. AlphaScreen HP1-beta / biotin-H3K9me3 peptide binding. 0.56% of 390,000 active. Chromobox protein homolog 1 (Homo sapiens), P83916; also: potency is read from the fitted curve at half-maximal effect; nearly all actives have a fitted effect of over 70% in size; inactives centre near 23
# Target sequence (P83916 whole entry, looked up): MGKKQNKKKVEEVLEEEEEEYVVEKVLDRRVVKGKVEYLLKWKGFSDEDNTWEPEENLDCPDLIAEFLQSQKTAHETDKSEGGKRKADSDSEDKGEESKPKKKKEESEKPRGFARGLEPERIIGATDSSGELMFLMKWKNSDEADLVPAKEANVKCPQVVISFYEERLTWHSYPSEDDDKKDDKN
#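 HP1-beta protein (50 nM final) preincubated 30 min at room temperature with biotinylated H3(1-18)K9me3 peptide (50 nM) in PBS pH 7.4, 0.01% Tween-20, then compound added for 30 min. AlphaScreen streptavidin donor/nickel chelate acceptor beads (10 ug/mL final), 30 min dark, luminescence read.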
# BAZ2B block – qHTS Assay for Inhibitors of BAZ2B; AlphaScreen BAZ2B-H3K14Ac peptide displacement; 4.4% of 360,000 active; Bromodomain adjacent to zinc finger domain protein 2B (Homo sapiens), Q9UIF8; AID 504333, 2011; Potency, µM (series often up to 114 µM), for inactives: top-dose activity change, negative = inhibition, actives largely listed as inhibitors; also: potency is read from the fitted curve at half-maximal effect; % is scaled to controls: 0 for no effect and ±100 for the full control effect; nearly all actives have a fitted effect of over 60% in size
#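 AlphaScreen luminescence quantifies BAZ2B engagement of H3K14Ac peptide; the protein and biotinylated peptide are both at 50 nM final, buffer PBS pH 7.4 with 0.01% Tween-20, all steps at room temperature.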
# JMJD2A Tudor – qHTS Assay for Inhibitors of JMJD2A-Tudor Domain | Lysine-specific demethylase 4A (Homo sapiens), O75164 | Potency, µM (doses to about 114 µM), for the others: top-dose activity change, negative = inhibition, hits mostly inhibitors | 4.4% of 390,000 active | AlphaScreen JMJD2A-Tudor / H3K4me3 peptide binding; also: potency is read from the fitted curve at half-maximal effect; % is scaled to controls: 0 for no effect and ±100 for the full control effect; nearly all actives have a fitted effect of over 50% in size
# G9a block – qHTS Assay for Inhibitors of Histone Lysine Methyltransferase G9a | Potency, µM (top dose mostly 102 µM), for the others: top-dose activity, negative = inhibition, usual class: inhibitors | AID 504332, 2011 | G9a H3K9 monomethylation, AlphaScreen, 2 h | Histone-lysine N-methyltransferase EHMT2 (Homo sapiens), Q96KQ7 | 8.8% of 350,000 active; also: potency is read from the fitted curve at half-maximal effect; % is scaled to controls: 0 for no effect and ±100 for the full control effect; nearly all actives have a fitted effect of over 75% in size
#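 G9a (20 nM) preincubated 15 min RT with compounds, then 500 nM biotinylated H3K9 peptide and 20 uM SAM added; 2 h RT reaction. Monomethyl-H3K9 product detected by AlphaScreen with anti-H3K9me1 antibody, streptavidin donor and anti-rabbit IgG acceptor beads.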
# GLS inh – qHTS for Inhibitors of Glutaminase (GLS); GLS enzymatic activity, qHTS titration; 0.21% of 410,000 active; Potency, µM (highest dose often 45.5 µM), inactives show at the top dose activity change, negative = inhibition, hits mostly inhibitors; Glutaminase kidney isoform, mitochondrial (Homo sapiens), O94925; also: potency is read from the fitted curve at half-maximal effect; % is scaled to controls: 0 for no effect and ±100 for the full control effect
# Target sequence (O94925 whole entry, looked up, canonical isoform): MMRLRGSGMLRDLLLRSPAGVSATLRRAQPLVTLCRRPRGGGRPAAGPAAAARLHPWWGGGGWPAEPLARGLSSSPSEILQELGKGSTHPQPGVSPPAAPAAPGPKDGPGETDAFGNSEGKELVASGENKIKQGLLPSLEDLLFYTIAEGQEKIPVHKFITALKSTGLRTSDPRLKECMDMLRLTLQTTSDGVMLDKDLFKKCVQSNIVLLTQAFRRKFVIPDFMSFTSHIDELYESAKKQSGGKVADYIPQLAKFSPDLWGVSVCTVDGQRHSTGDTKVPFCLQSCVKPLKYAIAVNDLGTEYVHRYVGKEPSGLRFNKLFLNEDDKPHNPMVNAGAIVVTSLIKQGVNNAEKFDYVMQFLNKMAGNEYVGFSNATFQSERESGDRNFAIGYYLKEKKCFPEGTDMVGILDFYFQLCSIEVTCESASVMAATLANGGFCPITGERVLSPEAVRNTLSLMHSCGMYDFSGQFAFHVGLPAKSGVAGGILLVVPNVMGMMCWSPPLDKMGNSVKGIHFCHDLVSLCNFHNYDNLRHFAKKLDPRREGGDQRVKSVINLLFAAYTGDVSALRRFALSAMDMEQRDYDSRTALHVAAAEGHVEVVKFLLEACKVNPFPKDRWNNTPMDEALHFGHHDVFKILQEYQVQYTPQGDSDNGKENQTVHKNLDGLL
#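 Read-out is an Amplex red fluorescence increase coupled through glutamate oxidase and HRP, measured before and after 30 min room-temperature incubation. hKGA is in 45 mM KH2PO4 (pH 8.2) with 0.02% Tween-20; glutamine added as 1mM solution.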
# * marks the source's active call; other numbers are inactive results; u = inconclusive; x = not tested or not shown; [ ] = dose if it differs, or a comment. Unless noted, calls follow the shape of the dose curve; as a rule, active = well fitted curve in the direction sought with a large enough effect; inconclusive = small, poorly fitted or top-dose-only effect, or another doubt; inactive = no such curve, though single readings can be large; an effect the other way counts as inactive or inconclusive. Some of the compounds tested, so the mix of outcomes need not match the whole.
SMILES,PI4K2A block,ERG-DNA inh,ALOX12 inh,RGS4 inhibitor,HP1b chromo inh,BAZ2B block,JMJD2A Tudor,G9a block,GLS inh
COC(=O)c1cccc(NC(=O)CN2CCOCC2)c1,-3,7%,14%,3%,27%,x,-6%,u,-1%
O=C(CCC(=O)N(CC(=O)NC1CCCCC1)Cc1ccccc1)Nc1nccs1,4,2%,-3%,5%,1%,-9%,-11%,21%,-1%
CCn1nnc(-c2ccccc2NC(=O)c2ccc(-n3cnnn3)cc2)n1,6,-3%,8%,18%,10%,-2%,-13%,u,-2%
CCN(CC(=O)Nc1ccc(OC)cc1)C(=O)CCc1nc2ccccc2c(=O)[nH]1,-1,3%,-1%,-13%,24%,-4%,-1%,-12%[0.501 µM],-3%
Cc1ccc(S(=O)(=O)N2CCCCC2)cc1NC(=O)Cn1cc(C(F)(F)F)ccc1=O,3,0%,0%,-15%,21%,8%,-13%,-3%[59 µM],-7%
Cc1onc(-c2ccccc2)c1C(=O)Nc1c(C)n(C)n(-c2ccccc2)c1=O,12,-13%,0%,2%,38%,9%,-17%,-13%[59 µM],2%
CC1CCCC(NC(=O)CSc2nnc(-c3cccnc3)n2N)C1C (stereo not drawn),-2,3%,-14%,-9%,14%,x,-25%,x,3%
S=C(Nc1ccc(Cl)c(Cl)c1)NN1CCOCC1,-7,-4%,u,-52%,44%[activator],-9%,-16%,68%[activator][59 µM],21%
COc1ccc(-n2ccnc2CN2CCN(C3CCCC3)C(CCO)C2)cc1 (stereo not drawn),0,3%,-11%,-22%,46%[activator],-22%,-23%,-11%,-2%
CN(C)S(=O)(=O)c1cc(NC(=O)CN2CCN(c3ccc(O)cc3)CC2)ccc1Cl,0,0%,u,16%,5%,u,-14%,4µM*,u
CC(=O)c1cccc(CN2CCN(CCc3ccccc3)C(CCO)C2)c1 (stereo not drawn),5,-1%,17%,-6%,4%,0%,-19%,-3%,0%
Cc1cc(C)c(C#N)c(N2CCN(c3ccccc3F)CC2)n1,2,-3%,2%,-7%,74%[activator],11%,72%[activator],113%[activator],2%
NC(=O)c1nc(-c2ccco2)nc2c1[nH]c(=O)n2-c1ccc(Cl)c(Cl)c1,-7,6%,-11%,-16%,32%,-15%,-15%,39%,-4%
COc1ccc2[nH]cc(CCNC(=O)Cc3ccc(Br)cc3)c2c1,1,-6%,8%,12%,-17%,u,-34%,-10%,1%
Cc1cc(C)c(S(=O)(=O)c2cccc(C(F)(F)F)c2)c(=O)[nH]1,6,-8%,71%[activator],-8%,37%,5%,7%,-1%,-10%

# Sorted by formula weight (descending): some entries from above
SMILES,PI4K2A block,ERG-DNA inh,ALOX12 inh,RGS4 inhibitor,HP1b chromo inh,BAZ2B block,JMJD2A Tudor,G9a block,GLS inh
Cc1ccc(S(=O)(=O)N2CCCCC2)cc1NC(=O)Cn1cc(C(F)(F)F)ccc1=O,3,0%,0%,-15%,21%,8%,-13%,-3%[59 µM],-7%
CN(C)S(=O)(=O)c1cc(NC(=O)CN2CCN(c3ccc(O)cc3)CC2)ccc1Cl,0,0%,u,16%,5%,u,-14%,4µM*,u
O=C(CCC(=O)N(CC(=O)NC1CCCCC1)Cc1ccccc1)Nc1nccs1,4,2%,-3%,5%,1%,-9%,-11%,21%,-1%
CCN(CC(=O)Nc1ccc(OC)cc1)C(=O)CCc1nc2ccccc2c(=O)[nH]1,-1,3%,-1%,-13%,24%,-4%,-1%,-12%[0.501 µM],-3%
NC(=O)c1nc(-c2ccco2)nc2c1[nH]c(=O)n2-c1ccc(Cl)c(Cl)c1,-7,6%,-11%,-16%,32%,-15%,-15%,39%,-4%
Cc1onc(-c2ccccc2)c1C(=O)Nc1c(C)n(C)n(-c2ccccc2)c1=O,12,-13%,0%,2%,38%,9%,-17%,-13%[59 µM],2%
CC(=O)c1cccc(CN2CCN(CCc3ccccc3)C(CCO)C2)c1 (stereo not drawn),5,-1%,17%,-6%,4%,0%,-19%,-3%,0%
CCn1nnc(-c2ccccc2NC(=O)c2ccc(-n3cnnn3)cc2)n1,6,-3%,8%,18%,10%,-2%,-13%,u,-2%
CC1CCCC(NC(=O)CSc2nnc(-c3cccnc3)n2N)C1C (stereo not drawn),-2,3%,-14%,-9%,14%,x,-25%,x,3%
Cc1cc(C)c(S(=O)(=O)c2cccc(C(F)(F)F)c2)c(=O)[nH]1,6,-8%,71%[activator],-8%,37%,5%,7%,-1%,-10%
Cc1cc(C)c(C#N)c(N2CCN(c3ccccc3F)CC2)n1,2,-3%,2%,-7%,74%[activator],11%,72%[activator],113%[activator],2%
S=C(Nc1ccc(Cl)c(Cl)c1)NN1CCOCC1,-7,-4%,u,-52%,44%[activator],-9%,-16%,68%[activator][59 µM],21%
COC(=O)c1cccc(NC(=O)CN2CCOCC2)c1,-3,7%,14%,3%,27%,x,-6%,u,-1%

# Next section
SMILES,PI4K2A block,ERG-DNA inh,ALOX12 inh,RGS4 inhibitor,HP1b chromo inh,BAZ2B block,JMJD2A Tudor,G9a block,GLS inh
C/C(=N\Nc1nc(C)cc(-c2ccccc2)n1)c1ccc(C)o1,-1,6%,0%,-14%,18%,u,-26%,15%,-5%
COc1ccc(NC(=O)c2ccc(NS(=O)(=O)c3c(C)noc3C)cc2)cc1OC,-2,-1%,0%,-33%,39%,-7%,-1%,-1%,-2%
CCC(C)N(C(=O)CSc1nnc(COc2ccccc2F)n1N)C1CCS(=O)(=O)C1 (stereo not drawn),2,-5%,1%,-9%,37%,4%,-14%,10%,6%
CC(=O)NC(CC(=O)NC1CCCCCC1)c1ccccc1 (stereo not drawn),-4,2%,-29%,-20%,19%,3%,-11%,u,-11%
CC1CCCC(C)N1NC(=O)Cc1ccccc1 (stereo not drawn),-2,-1%,-5%,13%,5%,-2%,-5%,11%,0%
COc1ccc(CNCCSc2nnnn2-c2ccccc2)c(OC)c1,-2,0%,5%,-1%,11%,-14%,-18%,-2%[59 µM],-6%
Cc1ccc(-n2ncc3c(N4CCC(C(N)=O)CC4)ncnc32)cc1,0,7%,-29%,4%,33%,-1%,-5%,-5%[59 µM],-2%
O=C(CSCc1ccccc1F)NCc1ccc(F)cc1,-1,2%,0%,36%,55%[activator],x,3%,-29%,-6%
O=c1c(N2CCOCC2)c(N2CCOCC2)c1=O,7,-16%,4%,7%,52%[activator],1%,-4%,x,-8%
CCN(CC)c1ccc(C(=O)OCC(=O)N2CCCC2)cc1,4,2%,x,4%,16%,0%,3%,-4%,7%
COCCCNC(=S)N1CCC(C(=O)c2ccc3c(c2)OCCO3)CC1,4,-2%,1%,-13%,29%,u,-15%,-5%,16%
CCCc1cc(=O)oc2cc(C)cc(OCC(=O)NCC(O)c3ccccc3)c12 (stereo not drawn),-19,-1%,-4%,-28%,16%,-23%,-17%,-11%,3%
Cc1ccccc1Nc1c(-c2ccc(N3CCOCC3)cc2)nc2cnccn12,6,6%,-16%,15%,31%,-22%,-16%,-6%,19%
Cc1cc(C(=O)Nc2cccc3c2O[C@H](CN(C)CC2CC2)[C@@H](C)CN([C@H](C)CO)C3=O)n(C)n1,4,-9%,-3%,1%,49%[activator],x,-8%,x,4%
Cc1ccc(C)c(Cn2c(=O)n(CCC(=O)NCc3ccco3)c(=O)c3ccccc32)c1,9,1%,-1%,20%,15%,5%,-5%,3%[59 µM],-4%
Cc1ccc(-c2noc(CCC(=O)Nc3ccc(F)cc3Cl)n2)cc1,-3,2%,-8%,-20%,7%,-29%,-3%,-10%[59 µM],1%
COc1ccc(C(=O)Oc2ccc(N(C)S(=O)(=O)c3ccccc3)cc2)cc1[N+](=O)[O-],3,4%,-3%,-6%,-4%,-11%,-22%,10%,15%
Cc1cc(C)nc(N/N=C/c2ccccc2Cl)n1,0,16%,0%,-13%,41%[activator],-5%,-7%,6%[59 µM],3%
Cn1c(=NC(=O)C(C)(C)C)sc2cccc(F)c21,-2,-13%,3%,19%,56%[activator],21%,46%[activator],103%[activator],-4%
